Source: PubChem (several laboratories)
TRPC6 act: mouse TRPC6 channel activators, primary screen, cell-based, HEK293, membrane potential dye | Short transient receptor potential channel 6 (Mus musculus), Q61143 | HEK293-TRPC6 membrane potential dye fluorescence; active compounds read high | B-score at 10 µM | hit rate 0.13% among 310,000 | AID 2550, 2010;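 active = B-score of the integrated fluorescence ratio above library mean plus 3 SD, and starting fluorescence ratio within library mean plus 5 SD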;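 note: higher score means more depolarization so channel activation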
Target sequence (Q61143 whole entry, looked up): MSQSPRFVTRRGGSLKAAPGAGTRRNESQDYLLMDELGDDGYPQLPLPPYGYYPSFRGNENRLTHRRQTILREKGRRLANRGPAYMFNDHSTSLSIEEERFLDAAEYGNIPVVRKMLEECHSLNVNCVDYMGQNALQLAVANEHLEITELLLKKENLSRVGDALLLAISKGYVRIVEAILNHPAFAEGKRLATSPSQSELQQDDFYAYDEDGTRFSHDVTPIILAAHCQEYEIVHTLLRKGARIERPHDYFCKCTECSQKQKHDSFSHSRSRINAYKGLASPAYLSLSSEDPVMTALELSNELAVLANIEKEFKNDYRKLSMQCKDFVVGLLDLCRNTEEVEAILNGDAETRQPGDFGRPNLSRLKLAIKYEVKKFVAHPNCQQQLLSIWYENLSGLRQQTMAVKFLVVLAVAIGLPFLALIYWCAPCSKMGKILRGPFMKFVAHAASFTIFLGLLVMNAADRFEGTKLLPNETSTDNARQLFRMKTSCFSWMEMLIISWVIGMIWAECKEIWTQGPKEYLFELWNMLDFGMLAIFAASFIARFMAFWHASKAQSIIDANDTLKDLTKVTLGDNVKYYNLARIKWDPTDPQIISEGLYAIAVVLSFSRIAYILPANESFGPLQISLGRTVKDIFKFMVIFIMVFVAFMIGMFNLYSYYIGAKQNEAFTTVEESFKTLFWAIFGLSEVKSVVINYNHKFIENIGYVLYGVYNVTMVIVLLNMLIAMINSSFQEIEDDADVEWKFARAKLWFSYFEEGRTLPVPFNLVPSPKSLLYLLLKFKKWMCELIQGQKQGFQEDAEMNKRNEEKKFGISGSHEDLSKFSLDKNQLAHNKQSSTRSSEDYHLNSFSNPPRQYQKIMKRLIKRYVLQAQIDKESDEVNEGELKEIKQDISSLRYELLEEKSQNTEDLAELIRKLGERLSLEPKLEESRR
ANO1 block: TMEM16A chloride channel inhibitors, primary screen, cell-based, HTS; HEK293 TMEM16A/YFP iodide influx fluorescence, ionomycin; hit rate 1.2% among 310,000; AID 588511, 2011; normalized B-score (activity score, 25-100; higher = stronger inhibition) at 10 µM;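 active = ratio plate-corrected score three or more library SD toward inhibition, starting fluorescence score within five deviations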;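 note: score derived from kinetic fluorescence span divided by baseline fluorescence per well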
SKKanGAS inh: S. pyogenes SKKanGAS growth inhibitors in kanamycin, primary screen, streptokinase expression inhibitor project, SKKanGAS strain, BacTiter-Glo luminescence. 6 h. hit rate 1.3% among 300,000. inhibition, % at 7.5 µM;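 active = mean replicate score, as percent of positive control median, at least 50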;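 note: strain carries kanamycin resistance gene driven by streptokinase promoter and grows in 40 µg/ml kanamycin; loss of luminescence reflects streptokinase promoter inhibition or plain growth inhibition; 0% = median of DMSO wells and 100% = positive control at its reference dose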
TRPC4 block: inhibitors of mouse TRPC4 channel, primary screen, Fluo4 calcium, HEK293 TRPC4beta/mu-opioid cells; Short transient receptor potential channel 4 (Mus musculus), Q9QUQ5; DAMGO-evoked Fluo4 calcium flux; active compounds read low; B-score at 10 µM; hit rate 0.39% among 300,000;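 active = B-score over 3 SD under the library average, no early fluorescence shift, positive overall ratio signal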
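Assay system: Stable TRPC4beta/mu-opioid receptor HEK293 cells | Reagent: DAMGO in two steps, submaximal then maximal | Compound dosing: Single concentration per test compound | Signal: Fluo4 Ca2+ flux fluorescence | Evaluation: Per-well B score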
MrgX1 ag: agonists of human MrgX1 receptor, primary screen, HEK293 cells, Fluo-4 calcium flux | hit rate 0.44% among 310,000 | B-score at 10 µM | AID 588627, 2011 | Fluo-4 calcium fluorescence, agonist mode; active compounds read high;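 active = calcium response B-score plate-corrected fluorescence ratio at least 3 library SD, with starting fluorescence B-score inside 5 SD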
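times = overnight plating, then 30 min 37 °C plus 30 min room-temperature dye loading | assay system = stable human MrgX1 HEK293 cell line | input = fifteen thousand cells per well | signal = kinetic calcium dye fluorescence, Fluo-4 NW | dosing = compound delivered in addition one of three | read-out = B-scored fluorescence response ratio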
MrgX1 allo act: positive allosteric modulators of MrgX1, primary screen, HEK293 cells, Fluo-4 calcium flux | AID 588675, 2011 | Mas-related G-protein coupled receptor member X1 (Homo sapiens), Q96LB2 | hit rate 0.63% among 310,000 | B-score at 10 µM | FDSS; active compounds read high;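 active = plate-corrected calcium response at least 3 library SD above typical, normal starting fluorescence, not activating the receptor alone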;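 note: compound read alongside a low EC10 to EC30 dose of BAM8-22 agonist; peak minus trough fluorescence over baseline measured at the second addition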
TRPC4 potent: positive allosteric modulators of TRPC4, primary screen, cell-based, mouse TRPC4beta, HEK293 mu-opioid, Fluo-4 calcium; DAMGO EC20, Fluo-4 Ca2+ flux; active compounds read high; hit rate 0.42% among 310,000; Short transient receptor potential channel 4 (Mus musculus), Q9QUQ5; AID 2227, 2009; B-score at 10 µM;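 active = B-score of calcium response area above 5 SD of library B-scores, with initial fluorescence ratio within 5 SD of library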;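 note: B-score of integrated fluorescence ratio over time as area under calcium response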
ANO1 activ: TMEM16A chloride channel activators or potentiators, primary screen, cell-based, HTS; Anoctamin-1 (Mus musculus), Q8BHY3; HEK293 TMEM16A/YFP-H148Q/I152L, iodide quench fluorescence; active compounds read low; B-score at 10 µM; hit rate 0.3% among 340,000; AID 623877, 2012;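 active = fluorescence-ratio B-score plate-corrected deviation score at least 3 library SD below zero, with starting fluorescence score within 5 deviations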;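 note: channel opened by trigger with iodide after compound preincubation; score built on the fluorescence ratio of max minus min over baseline; more negative score means more quench and so TMEM16A activation or potentiation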
MrgX1 antag: antagonists of human MrgX1 receptor, primary screen, HEK293 cells, Fluo-4 calcium flux. Mas-related G-protein coupled receptor member X1 (Homo sapiens), Q96LB2. BAM8-22 antagonism; active compounds read low. B-score at 10 µM. hit rate 1.3% among 310,000;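 active = calcium-response B-score plate-corrected more than 3 library SD below zero, starting fluorescence within 5 deviations, no agonist response on first addition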;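 note: peak minus trough fluorescence over baseline after final BAM8-22 challenge near maximal dose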
TRPC4 agonist: activators of mouse TRPC4 channel, primary screen, Fluo4 calcium, HEK293 TRPC4beta/mu-opioid cells | Short transient receptor potential channel 4 (Mus musculus), Q9QUQ5 | Fluo4 calcium fluorescence; active compounds read high | B-score at 10 µM | hit rate 0.49% among 310,000 | AID 2237, 2010;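 active = B-score above 5 SD of library B-scores, and initial fluorescence ratio not above library mean plus 5 SD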;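 note: positive B-score marks a calcium rise read as TRPC4 activation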
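System: HEK293 cells stably co-expressing mouse TRPC4beta and mu-opioid receptor; Schedule: Fluo4 dye loading 45 min at room temperature, 110 s recording; Detection: Fluo4 fluorescence, kinetic; Evaluation: B-scored integrated calcium fluorescence ratio; Controls: buffer (low) and maximal DAMGO (high).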
TRPC6 inh: mouse TRPC6 channel inhibitors, primary screen, cell-based, HEK293, membrane potential dye | hit rate 1.1% among 310,000 | ACh-evoked depolarization; active compounds read low | B-score at 10 µM | Short transient receptor potential channel 6 (Mus musculus), Q61143;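 active = B-score under library mean minus 3 SD, initial fluorescence not abnormally high, positive integrated signal ratio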;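 note: B-score derived from integrated fluorescence ratio over the kinetic read; more negative B-score means stronger inhibition of depolarization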
Starred values were filed as active, the others as inactive; i = inactive; nt = not tested or not shown.

canonical_smiles	TRPC6 act	ANO1 block	SKKanGAS inh	TRPC4 block	MrgX1 ag	MrgX1 allo act	TRPC4 potent	ANO1 activ	MrgX1 antag	TRPC4 agonist	TRPC6 inh
O=S(=O)(c1ccc(-c2cc(C(F)(F)F)on2)s1)N1CCCC1	i	i	-1	i	i	i	i	i	i	i	i
O=C(c1ccc2ccccc2n1)N1CCN(c2ccccc2O)CC1	i	i	7	i	i	i	i	i	i	i	i
COc1ccc(N2COC3c4cccc5cccc(c45)C32)cc1 (centres undefined)	i	i	6	i	i	i	i	i	i	i	i
COc1ccc(-n2c(O)c(C=Nc3ccccc3)c3ccccc3c2=O)cc1OC	i	i	4	i	i	i	i	i	i	i	i
Cc1ccc(-n2c(CNc3ccc(F)cc3)nnc2SCC(=O)N2CCOCC2)cc1	i	i	-2	i	i	i	i	i	i	i	i
O=C(O)Cc1csc(NC(=O)CSc2nnnn2-c2ccc(O)cc2)n1	i	i	-1	i	i	i	i	i	i	i	i
O=S(=O)(NCCN1CCOCC1)c1cccc(C(F)(F)F)c1	i	i	0	i	i	i	i	i	i	i	i
CC(NC(=O)C1CCN(C(=O)[C@@H]2Cc3ccccc3CN2)CC1)c1ccccc1 (some centres undefined)	i	i	-2	i	i	i	i	i	i	i	i
O=C1Nc2ccccc2N=C(c2ccccc2)c2ccccc21	i	i	3	i	i	i	i	i	i	i	i
COc1cc(C(=O)NC(=S)Nc2ccc3oc(=O)ccc3c2)cc(OC)c1OC	i	i	14	i	i	i	i	i	i	i	i
CCN(CC)c1ccc(C(=O)OCC(=O)Nc2cc3oc4ccccc4c3cc2OC)cc1	i	i	-7	i	i	i	i	i	i	i	i
O=C(c1ccc(S(=O)(=O)NCC2CCCO2)cc1)N1CCN(c2cccc(Cl)c2)CC1 (centres undefined)	i	nt	6	i	nt	nt	i	i	nt	i	i
CCc1cccc(C)c1NC(=O)C1CCN(c2nn3c(=O)cc(C)nc3s2)CC1	i	i	9	i	i	i	i	i	i	i	i
O=C(c1cc(S(=O)(=O)N2CCN(c3ccccc3)CC2)ccc1Cl)N1CCCC(C(F)(F)F)C1 (centres undefined)	i	i	-4	i	i	i	i	i	i	i	i
COc1cccc(NC(=O)C2CCN(c3cnccn3)CC2)c1	i	i	-2	i	i	i	i	i	i	i	i
CN(C)S(=O)(=O)c1ccc(C(=O)Nc2ccc(F)cc2F)cc1	i	i	-4	i	i	i	i	i	i	i	i
CCC1Sc2ccc(S(=O)(=O)Nc3cc(OC)cc(OC)c3)cc2NC1=O (centres undefined)	i	i	2	i	i	i	i	i	i	i	i
Cc1nn(C)cc1/C=N/NC(=O)Cn1cncn1	i	i	-1	i	i	i	i	i	i	i	i
COC(=O)c1ccc(NC(CC(C)C)C(=O)OC)c([N+](=O)[O-])c1 (centres undefined)	i	i	-10	i	i	i	i	i	i	i	i
O=C(c1ccc(=O)[nH]c1)N1CCCc2ccccc21	i	i	-2	i	i	i	i	i	i	i	i
N#Cc1cccc(C(=O)N(CCc2ccccc2)Cc2cccs2)c1	i	i	10	i	i	i	i	i	i	i	i
CC(C)C(NC(=O)c1ccccc1)C(=O)N1CCCCCC1 (centres undefined)	i	i	2	i	i	i	i	i	i	i	i
Cc1ccc(S(=O)(=O)N2CCOC2CNC(=O)C(=O)NCCN2CCOCC2)cc1 (centres undefined)	i	i	6	i	i	i	i	i	i	i	i
C(=N\Nc1nc(-c2ccccc2)cs1)/c1ccncc1	i	i	2	i	i	i	i	i	i	i	i
O=C(c1cc([N+](=O)[O-])ccc1N1CCCC1)N1CCCCC1	i	i	-1	i	i	i	i	i	i	i	i
CC(C)(C)NCC(O)COc1cccc2c1CCC(=O)N2 (centres undefined)	nt	i	nt	nt	i	i	nt	i	i	nt	nt
NC(=O)C1(N2CCCCC2)CCN(Cc2nc(-c3cccs3)no2)CC1	i	i	-7	i	i	i	i	i	i	i	i
CC(/C=C/c1ccccc1)=N\Nc1nc(C)cc(C)n1	i	i	0	i	i	i	i	i	i	i	i
COc1cc(/C=N/NC(=O)C(=O)/C=C2\NC3(CCCC3)Cc3ccccc32)ccc1O	i	i	21	i	i	i	i	i	i	i	i
CCCCn1c(N)c(N(CCC(C)C)C(=O)CCCc2nc3ccccc3s2)c(=O)[nH]c1=O	i	i	10	i	i	i	i	i	i	i	i
Cn1c(=O)n(Cc2ccccc2)c(=O)c2c1nc(NCC1CCCO1)n2Cc1ccccc1 (centres undefined)	i	i	5	i	i	i	i	i	i	i	i
CCN1C(=O)c2ccc(-c3nc4ccccc4c(=O)o3)cc2C1=O	i	i	2	i	i	i	i	i	i	i	i
CC(=O)Nc1ccc(Nc2nc(-c3c(C)nc4ccccn34)cs2)cc1	i	i	6	i	i	i	i	i	i	i	i
CCOc1ccc(NC(=O)C2CCN(C(=O)C3CC(=O)N(c4ccc(C)cc4)C3)CC2)cc1 (centres undefined)	i	i	-1	i	i	i	i	i	i	i	i
CCc1ccc(NC(=O)CN(c2ccc(OC)cc2)S(=O)(=O)c2c(C)nn(C)c2C)cc1	i	i	16	i	i	i	i	i	i	i	i
O=C(CSc1nc(=O)n2cc(Cl)ccc2n1)Nc1ccc2c(c1)OCCO2	i	i	-3	i	i	i	i	i	i	i	i
CCOC(=O)c1cc2c(c(CSc3nc4ccccc4c(=O)n3Cc3ccco3)c1)OCOC2	i	i	nt	i	i	i	i	i	i	i	i
CN(c1ccc(OCC(=O)OCC(=O)Nc2ccc(F)cc2)cc1)S(=O)(=O)c1ccc(Cl)cc1	i	i	3	i	i	i	i	i	i	i	i
COc1ccc(NC(=O)Nc2c(SC)nsc2SC)cc1	i	i	-13	i	i	i	i	i	i	i	i
COc1ccc(N(CC(=O)NC2CCCCCC2)S(=O)(=O)c2ccc(C)cc2)cc1OC	i	i	4	i	i	i	i	i	i	i	i
CCNC(=O)CCCOc1ccc(Cl)cc1Cl	i	i	-1	i	i	i	i	i	i	i	i
COc1ccc(N2CCN(C(=O)CCCn3c(=O)[nH]c4cc(Cl)ccc4c3=O)CC2)cc1	i	i	1	-6*	i	i	i	i	i	i	i
COc1ccc2cc(C3CC(c4ccco4)=NN3C(=O)CCC(=O)O)c(Cl)nc2c1 (centres undefined)	i	i	4	i	i	i	i	i	i	i	i
O=C(c1ccco1)N1CCN(C(=O)c2ccc(COc3ccc4c(c3)CCC4)o2)CC1	i	i	-8	i	i	i	i	i	i	i	i
Cc1ncc(CN2CCCC(C(=O)Nc3ccc(-c4cccc(F)c4)cc3)C2)s1 (centres undefined)	i	i	0	i	i	i	i	i	i	i	i
Cc1noc(NS(=O)(=O)c2ccc(N3Cc4ccccc4C3=O)cc2)c1C	i	i	10	i	i	i	i	i	i	i	i
O=C(Nc1cccc(O)c1)c1ccc(NC(=O)c2cccs2)cc1	i	i	2	i	i	i	i	i	i	i	i
CCn1cc(S(=O)(=O)N2CCN(Cc3cccc(Cl)c3)CC2)cn1	i	i	4	i	i	i	i	i	i	i	i
Cc1cccc(C)c1-n1c(C)cc(/C=N\NC(=O)CC(=O)NC2CCCCC2)c1C	i	i	-5	i	i	i	i	i	i	i	i
Cc1nnc(SCC(=O)c2c(N)n(C)c(=O)n(C)c2=O)n1Cc1ccccc1	i	i	-4	i	i	i	i	i	i	i	i
O=C(NCc1ccccc1)c1ccc2c(=O)[nH]c3c(C(=O)NCC4CCCO4)sc(=S)n3c2c1 (centres undefined)	i	i	36	i	i	i	i	i	i	i	i
CC(C)CC(=O)c1c[nH]c(C(=O)NCCCn2ccnc2)c1	i	i	14	i	i	i	i	i	i	i	i
O=C(NC(=S)Nc1ccc(N2CCOCC2)cc1)c1cncc(Br)c1	i	i	4	i	i	i	i	i	i	i	i
Cc1ccc(S(=O)(=O)N(CC(=O)N2CCCC2)C2CCCCC2)cc1	i	i	3	i	i	i	i	i	i	i	i
O=C(c1ccc(Cl)c(S(=O)(=O)N2CCOCC2)c1)N1CCN(Cc2ccccc2)CC1	i	i	2	i	i	i	i	i	i	i	i
C=CCSc1nc(N)c(C(=O)Nc2ccccc2)cc1C#N	i	i	6	i	i	i	i	i	i	i	i

Remaining list, next part:
canonical_smiles	TRPC6 act	ANO1 block	SKKanGAS inh	TRPC4 block	MrgX1 ag	MrgX1 allo act	TRPC4 potent	ANO1 activ	MrgX1 antag	TRPC4 agonist	TRPC6 inh
O=C(O)CCCCCN1C(=O)/C(=C\c2cn(-c3ccccc3)nc2-c2cccs2)SC1=S	i	i	91*	i	i	i	i	i	i	i	i
FC(F)(F)c1ccc(N=Cc2sc(N3CCOCC3)nc2-c2ccccc2)cc1	i	i	-20	i	i	i	i	i	i	i	i
C=CCC(=O)OCCCCCCOc1ccc(C(=O)O)cc1	i	i	19	i	i	i	i	i	i	i	i
COC(=O)c1cccc(NC(=O)c2cc3sccc3n2C)c1	i	i	-5	i	i	i	i	i	i	i	i
Cc1ccc(C(=O)Nc2nnc(S(=O)(=O)Nc3ccccc3C)s2)cc1C	i	i	38	i	i	i	i	i	i	i	i
COc1cc(SC)ccc1C(=O)NCCCn1ccnc1	i	i	8	i	i	i	i	i	i	i	i

Compounds as they come; any-hit rate near 6.7%.
